Source: PubChem BioAssay
Peg3 prom inh: reduces Peg3 promoter-driven luciferase expression in HeLa; HeLa PEG-Prom luciferase reporter, luminescence, overnight; inhibition, % at 20 µM; 360,000 compounds, 1.7% hits;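 active = inhibition of at least 50% at 20 µM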
NR2E3 ag-1: activates human photoreceptor nuclear receptor NR2E3; inhibition of corepressor binding, % at 4.78 µM; 320,000 compounds, 0.12% hits; Q9Y5X4; GST-NR2E3/biotin-RetCOR TR-FRET, 1536-well; AID 2300;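 active = percent inhibition above the cutoff of mean plus 3 SD of all tested compounds, set per screening campaign, cut at about 20% in these data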;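 note: 0% = DMSO wells and 100% = biotin wells as full block of FRET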
Target sequence (Q9Y5X4 whole entry, looked up): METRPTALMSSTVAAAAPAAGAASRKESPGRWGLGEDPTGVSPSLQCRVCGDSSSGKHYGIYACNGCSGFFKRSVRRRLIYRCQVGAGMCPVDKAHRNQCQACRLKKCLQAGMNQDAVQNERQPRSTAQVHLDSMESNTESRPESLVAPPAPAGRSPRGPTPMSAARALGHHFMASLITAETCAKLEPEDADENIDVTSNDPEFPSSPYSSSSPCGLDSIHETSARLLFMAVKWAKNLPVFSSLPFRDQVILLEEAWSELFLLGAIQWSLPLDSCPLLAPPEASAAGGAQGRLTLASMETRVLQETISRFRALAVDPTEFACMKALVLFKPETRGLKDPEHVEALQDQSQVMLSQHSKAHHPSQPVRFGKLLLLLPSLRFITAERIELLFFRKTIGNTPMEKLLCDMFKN
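Test system – NR2E3–RetCOR corepressor complex · Quantity – NR2E3 fusion 1.35 nM · Buffer or medium – Tris pH 7.5 · Incubation – Compound–protein incubation for 5 h at 4 °C · Technique – TR-FRET, Eu(K)-anti-GST donor, streptavidin-D2 acceptor, ex 340, em 617/671 nm · Evaluation – percent inhibition of 671/617 nm emission ratio versus biotin and DMSO controls · Plate – 1536-well format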
TRPM1 prom inh: MITF TRPM1 promoter inhibition in SK-MEL-5 cells; AID 488899; 330,000 compounds, 0.83% hits; SK-MEL-5 TRPM1 promoter luciferase, 24 h; inhibition, % at 12.5 µM;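 active = mean inhibition across replicates of 60% or more, whatever share of single replicates reaches that level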; note: values of inactives mirror those of a sister screen read the other way
CF NFkB block: inhibitors of cystic fibrosis induced NF-kB. KKLEB NF-kB-GFP reporter, PAF-induced, GFP fluorescence overnight. inhibition, % at 5 µM. 360,000 compounds, 0.86% hits. AID 588850;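 active = at least 50% inhibition at 5 µM, scaled per plate between neutral and stimulator controls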;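 note: PAF is a Pseudomonas aeruginosa culture filtrate used as stimulus; plate controls were PAF-stimulated DMSO wells for no effect and unstimulated DMSO wells for full effect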
HIF-2a inh: blocks HIF-2a reporter activity | 786-0 RCC cells HIF-2a reporter, luciferase luminescence, overnight | inhibition, % at 18.8 µM | 360,000 compounds, 0.72% hits | AID 624352;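 active = inhibition of the luminescence signal of 40% or more relative to plate controls, in a single-dose primary screen at 18.75 µM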
Shn3 inh set2: Schnurri-3 reporter inhibition in Clone20 osteoblasts. Clone20 osteoblast Shn3 3'UTR firefly luciferase, 24 h. inhibition, % at 12.5 µM. 360,000 compounds, 0.52% hits;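 active = mean inhibition of at least 75% with every replicate also reaching 75%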;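 note: 0% = median of neutral control wells and 100% = pilot-screen positive control compound; some compounds past the cut are filed as inactive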
NR2E3 ag-2: human photoreceptor-specific nuclear receptor agonism; Q9Y5X4; AID 602229; CHO-S Gal4-NCOR/VP16-NR2E3 two-hybrid, luciferase; 360,000 compounds, 0.35% hits; inhibition of corepressor binding, % at 3.98 µM;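 active = inhibition above the mean of all tested compounds plus 3 SD, cut at about 70% in these data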;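 note: 0% = DMSO with NR2E3 transfected cells and 100% = cells lacking NR2E3 construct; higher means lower luciferase signal from less NR2E3 corepressor binding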
aDG glyco act: alpha-DG glycosylation activation; 360,000 compounds, 0.22% hits; Pro5-aDG cells, alpha-DG glycosylation AlphaScreen (IIH6); 0% Pro5, 100% B10-LARGE cell signal; activation, % at 10 µM; AID 624168;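 active = activation of at least 8% versus controls, or a plate z-score of at least 8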;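 note: Pro5 are CHO cells carrying HIG-tagged alpha-DG that lacks glycosylation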
hiPSC survival: increases survival of single human iPS cells; hiPSC single-cell survival, ATPlite luminescence; 100% = ROCK inhibitor wells, 0% = DMSO; survival enhancement, % at 20 µM; 360,000 compounds, 0.044% hits; AID 602274; in the data active = survival enhancement above about 18%;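 note: cells exposed to compounds for 16 hours before the ATP read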
KKLEB tox: reduces viability of KKLEB cystic fibrosis airway cells | KKLEB CF airway cells viability, ATPlite luminescence, overnight; hits give low values; cells stimulated with P. aeruginosa culture filtrate | 360,000 compounds, 0.36% hits | activity change (cytotoxicity), % at 5 µM;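 active = corrected activity change at or below -50% at 5 µM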
TWEAK Fn14 block: TWEAK-Fn14 signaling inhibition; inhibition, % at 10 µM; 360,000 compounds, 2% hits; AID 1159606; TWEAK-stimulated Fn14 reporter cells, luciferase luminescence, 8 h; in the data active = inhibition above about 50%
The depositor's hits bear a star; . = no result given.

SMILES	Peg3 prom inh	NR2E3 ag-1	TRPM1 prom inh	CF NFkB block	HIF-2a inh	Shn3 inh set2	NR2E3 ag-2	aDG glyco act	hiPSC survival	KKLEB tox	TWEAK Fn14 block
Cc1ccc([N+](=O)[O-])cc1S(=O)(=O)Nc1cccc(S(=O)(=O)NC2=NCCC2)c1	21	.	3	-34	5	23	13	0.1	4.5	18	-7
CC(=O)c1cccc(NC(=S)NCCc2ccc(Cl)cc2)c1	-35	3	-13	4	-63	80	-4	0.7	-0.5	4	2
Cc1cc(C)[n+](C)n1CC(O)Cn1c2ccccc2c2ccccc21 (stereo not drawn)	10	-2	1	8	5	-66	-5	-0.2	-2.6	5	-5
O=C(COc1ccc([N+](=O)[O-])cc1Cl)NCCc1ccccc1	5	-3	-11	25	-29	4	13	0.2	1.5	-13	-10
N#Cc1cccc(NC(=O)CC2CCCCC2)c1	-59	1	-19	12	-53	-6	-32	0.0	4.1	-3	-26
C#CCNC(=O)C[C@@H]1C[C@@]2(C(=O)OC)CCCCC=C2N(Cc2cccc3ccccc23)C1=O	.	.	.	.	-1	.	9	0.0	-1.3	.	13
CC1CCCC(NS(=O)(=O)c2cc3c(cc2Cl)NC(=O)CO3)C1C (stereo not drawn)	23	-1	6	12	21	21	2	1.8	-3.9	-9	-6
Cc1cccc2cc3c(N)c(C(=O)N4CCCc5ccccc54)sc3nc12	23	1	8	23	0	14	0	-0.3	-1.6	-16	42
N#CCCN(C(=O)COC(=O)CCc1nc2ccccc2c(=O)[nH]1)c1ccc(F)cc1	-6	1	-5	6	11	13	19	-0.3	0.2	-2	13
Cc1ccc(NC(=O)CS(=O)CC(=O)N(c2ccc(C)cc2)C(C)C(=O)NC2CCCCC2)cc1 (stereo not drawn)	6	0	9	2	-1	7	10	0.1	-2.3	8	10
NS(=O)(=O)c1ccc(CCNC(=O)C(=O)c2cn(CC(=O)N3CCOCC3)c3ccccc23)cc1	8	2	8	-18	11	-5	8	-0.5	-0.3	5	1
Cc1ccc(Cl)cc1N1CCN(C(=O)C2CCN(S(=O)(=O)c3cccnc3)CC2)CC1	8	0	13	-5	12	76	52	7.5*	-0.2	-5	11
OCC[C@@H]1C[C@H](O)[C@@H](O)[C@@]2(OCc3ccc4ccccc4c32)O1	-7	.	.	-38	11	-20	-12	0.0	0.2	28	2
CN1C(=O)CC(C(=O)O)SC1=Nc1cc(Cl)c(O)c(Cl)c1 (stereo not drawn)	7	-1	-1	10	10	-26	-13	-0.2	7.4	5	0
Cc1ccc(S(=O)(=O)N2CCN(C(=O)c3ccc4c(c3)OCO4)CC2)cc1	-1	3	7	3	12	-4	-17	0.2	0.3	5	-2
CCOC(=O)C1CCN(c2ncnc3c2oc2ccc(Cl)cc23)CC1	-77	-2	8	2	-132	-79	-42	1.5	-1.8	-4	-18
CCOC(=O)C1=C(CNCCc2ccc(Cl)cc2)NC(=O)NC1c1ccc2c(c1)OCO2 (stereo not drawn)	21	-1	1	0	11	-5	4	1.0	-0.2	3	17
COC(=O)c1cc(NC(=S)N2CCN(c3ccccn3)CC2)cc(C(=O)OC)c1	21	-5	5	-10	16	15	-3	-0.1	1.5	-24	-11
Cc1cc(C)cc(C(O)c2ncc(-c3ccccc3Cl)[nH]2)c1 (stereo not drawn)	7	.	.	16	5	-11	-24	1.2	-2.4	-9	-12
Oc1ccc(/C(Cc2ccccn2)=N\Nc2ccccc2)c(O)c1	-20	-2	5	-16	-42	-7	-6	0.1	0.0	11	-9

Two of these compounds in a different format:
C#CCNC(=O)C[C@@H]1C[C@@]2(C(=O)OC)CCCCC=C2N(Cc2cccc3ccccc23)C1=O
  Peg3 prom inh = . | NR2E3 ag-1 = . | TRPM1 prom inh = . | CF NFkB block = . | HIF-2a inh = -1 | Shn3 inh set2 = . | NR2E3 ag-2 = 9 | aDG glyco act = 0.0 | hiPSC survival = -1.3 | KKLEB tox = . | TWEAK Fn14 block = 13
CC1CCCC(NS(=O)(=O)c2cc3c(cc2Cl)NC(=O)CO3)C1C (stereo not drawn)
  Peg3 prom inh = 23 | NR2E3 ag-1 = -1 | TRPM1 prom inh = 6 | CF NFkB block = 12 | HIF-2a inh = 21 | Shn3 inh set2 = 21 | NR2E3 ag-2 = 2 | aDG glyco act = 1.8 | hiPSC survival = -3.9 | KKLEB tox = -9 | TWEAK Fn14 block = -6

Going on with the list.
SMILES	Peg3 prom inh	NR2E3 ag-1	TRPM1 prom inh	CF NFkB block	HIF-2a inh	Shn3 inh set2	NR2E3 ag-2	aDG glyco act	hiPSC survival	KKLEB tox	TWEAK Fn14 block
O=C(OCCc1cc2ccccc2c(=O)o1)c1ccc2c(c1)OCO2	-307	6	-77	7	-89	-20	-49	-0.3	-1.0	-13	-32
Cc1cc(C)nc(/N=C(/NC(=O)Nc2ccc(Cl)c(Cl)c2)Nc2cccc(Cl)c2)n1	-8	-3	0	-22	-1	-7	-7	0.0	-3.1	6	-10
COc1ccc(CC(=O)NC2CCSc3ccccc32)cc1OC (stereo not drawn)	6	-2	3	13	6	-2	-3	0.1	1.8	5	2
CC(NC(=O)COC(=O)c1ccc2c(=O)n3c(nc2c1)CCCCC3)c1ccc(F)cc1 (stereo not drawn)	0	.	.	15	9	-3	-11	-0.1	0.6	9	-6
c1ccc(-c2nc(-c3ccncc3)n[nH]2)nc1	-22	3	-2	8	-42	-2	-33	0.1	-0.3	-1	-9
O=C(Nc1ccc(CN2CCS(=O)(=O)CC2)cc1)c1ccccc1	-12	0	8	8	-6	-8	8	-0.1	-0.3	1	-2
COc1ccc(NC(=S)NC2CCCCC2)cn1	-45	2	-9	-1	-37	-10	-33	0.0	-0.7	-3	0
OC1COC(O)C(O)C1O (stereo not drawn)	9	3	6	0	10	6	-11	-0.3	-1.4	23	1
COc1ccc(CNC(=O)CN2C(=O)COc3ccc(S(=O)(=O)N4CCC(C)CC4)cc32)cc1	-4	-2	7	-26	2	8	-4	0.0	-0.2	10	7
CC(C)CNC(=O)NC(=O)COC(=O)c1cccc(NS(=O)(=O)c2ccc(F)c(F)c2)c1	10	-4	3	5	8	20	-12	0.3	0.4	-2	13
COc1ccccc1-n1c(SCC(=O)OC(C)C)nc2cccnc21	1	-1	-12	2	7	10	12	0.2	0.2	6	12
Cc1ccc(NC(=O)CSc2nnc(-c3ccccn3)n2N)cc1F	9	3	.	5	5	.	-8	0.0	-0.4	-6	-6
CN(C(=O)COC(=O)c1cc([N+](=O)[O-])ccc1Sc1ccccc1)C1CCS(=O)(=O)C1 (stereo not drawn)	27	-1	2	-8	4	-13	-14	-0.5	0.7	9	-16
CCOC(=O)c1sc(NC(=O)C(CC)Sc2nnc3c4ccccc4n(CC)c3n2)nc1C (stereo not drawn)	13	1	-1	0	14	.	-29	0.2	0.3	-6	1
CCOC(=O)NC(=O)/C(C#N)=C(/C)N(C)C	10	-2	0	3	13	-15	-20	-0.4	-0.4	-1	-3
CC1(C)Cc2c(C#N)c(OCC(=O)c3ccc(Cl)cc3)nc(-c3ccco3)c2CO1	13	-2	2	21	15	15	-21	0.2	-1.1	-3	-7
O=C(Nc1ccsc1C(=O)O)c1cccc(Oc2ccccc2)c1	-181	2	-8	-14	-98	-6	-93	0.0	-0.6	-6	53*
CONC(=O)c1cc(OCC(F)(F)F)ccc1OCC(F)(F)F	5	0	-5	-2	11	-4	17	0.1	-1.1	9	3
Cc1ccc(S(=O)(=O)N2CCC(C(=O)Nc3ccc4c(c3)OCO4)CC2)cc1	9	6	7	7	-2	1	-10	-0.1	0.4	4	14
Cn1c(COc2ccccc2)nnc1SCC(=O)Nc1nnc(C2CC2)s1	-4	.	0	4	7	-11	6	-0.1	0.1	0	-9

For convenience, some entries already given:
SMILES	Peg3 prom inh	NR2E3 ag-1	TRPM1 prom inh	CF NFkB block	HIF-2a inh	Shn3 inh set2	NR2E3 ag-2	aDG glyco act	hiPSC survival	KKLEB tox	TWEAK Fn14 block
Cc1ccc([N+](=O)[O-])cc1S(=O)(=O)Nc1cccc(S(=O)(=O)NC2=NCCC2)c1	21	.	3	-34	5	23	13	0.1	4.5	18	-7
CC(=O)c1cccc(NC(=S)NCCc2ccc(Cl)cc2)c1	-35	3	-13	4	-63	80	-4	0.7	-0.5	4	2
Cc1cc(C)[n+](C)n1CC(O)Cn1c2ccccc2c2ccccc21 (stereo not drawn)	10	-2	1	8	5	-66	-5	-0.2	-2.6	5	-5
O=C(COc1ccc([N+](=O)[O-])cc1Cl)NCCc1ccccc1	5	-3	-11	25	-29	4	13	0.2	1.5	-13	-10
N#Cc1cccc(NC(=O)CC2CCCCC2)c1	-59	1	-19	12	-53	-6	-32	0.0	4.1	-3	-26
C#CCNC(=O)C[C@@H]1C[C@@]2(C(=O)OC)CCCCC=C2N(Cc2cccc3ccccc23)C1=O	.	.	.	.	-1	.	9	0.0	-1.3	.	13
CC1CCCC(NS(=O)(=O)c2cc3c(cc2Cl)NC(=O)CO3)C1C (stereo not drawn)	23	-1	6	12	21	21	2	1.8	-3.9	-9	-6
Cc1cccc2cc3c(N)c(C(=O)N4CCCc5ccccc54)sc3nc12	23	1	8	23	0	14	0	-0.3	-1.6	-16	42
N#CCCN(C(=O)COC(=O)CCc1nc2ccccc2c(=O)[nH]1)c1ccc(F)cc1	-6	1	-5	6	11	13	19	-0.3	0.2	-2	13
Cc1ccc(NC(=O)CS(=O)CC(=O)N(c2ccc(C)cc2)C(C)C(=O)NC2CCCCC2)cc1 (stereo not drawn)	6	0	9	2	-1	7	10	0.1	-2.3	8	10

(more compounds)
SMILES	Peg3 prom inh	NR2E3 ag-1	TRPM1 prom inh	CF NFkB block	HIF-2a inh	Shn3 inh set2	NR2E3 ag-2	aDG glyco act	hiPSC survival	KKLEB tox	TWEAK Fn14 block
Cc1cc(C)nc(Nc2cccc3ccccc23)n1	12	0	4	4	-13	6	-24	-0.2	-0.4	11	-21
CCOc1ccccc1C(=O)NC1CCNCC1	10	4	-18	12	12	-4	11	0.0	0.7	0	-1
CCCC[C@@H]1C=C(C(=O)O)[C@H](c2ccc(C#N)cc2)N1S(=O)(=O)c1ccc(C)cc1	8	.	-8	8	16	-11	16	-0.1	2.2	-10	-27
O=c1ccc2ccc(OCc3nnc(-c4ccccc4Br)o3)cc2o1	-85	0	-18	-9	-61	12	-73	0.3	0.4	-14	-33
Cc1ccc(S(=O)(=O)/N=C(/c2ccc(F)cc2)N(C)C)cc1	-5	-1	-6	-6	14	12	-18	-0.2	-0.4	7	0
O=C(O)c1ccc(N/N=C/c2ccc(-c3ccc(Br)cc3)o2)cc1	-177	2	-18	17	-115	-6	-86	0.0	1.0	-11	7
O=c1cc(-c2cccc(Br)c2)nc(-c2ccccc2F)o1	14	0	1	6	-1	2	3	0.1	-1.0	-3	-10
